GLP-1R inv ag: GLP-1 receptor (human) inverse agonism; HEK293 GLP-1R CRE-luciferase, luminescence, 24 h; GLP-1R form is constitutively active; Potency, µM (highest dose often 38.3 µM), for inactives: at the top dose activity change, negative = inhibition, most hits filed as inhibitors; P43220; actives 1.6% (n = 410,000); note: potency is the fitted concentration of half-maximal effect; % is set by controls: 0 for no effect and ±100 for the full control effect; nearly all actives have a fitted effect of over 55% in size
Target sequence (P43220 whole entry, looked up): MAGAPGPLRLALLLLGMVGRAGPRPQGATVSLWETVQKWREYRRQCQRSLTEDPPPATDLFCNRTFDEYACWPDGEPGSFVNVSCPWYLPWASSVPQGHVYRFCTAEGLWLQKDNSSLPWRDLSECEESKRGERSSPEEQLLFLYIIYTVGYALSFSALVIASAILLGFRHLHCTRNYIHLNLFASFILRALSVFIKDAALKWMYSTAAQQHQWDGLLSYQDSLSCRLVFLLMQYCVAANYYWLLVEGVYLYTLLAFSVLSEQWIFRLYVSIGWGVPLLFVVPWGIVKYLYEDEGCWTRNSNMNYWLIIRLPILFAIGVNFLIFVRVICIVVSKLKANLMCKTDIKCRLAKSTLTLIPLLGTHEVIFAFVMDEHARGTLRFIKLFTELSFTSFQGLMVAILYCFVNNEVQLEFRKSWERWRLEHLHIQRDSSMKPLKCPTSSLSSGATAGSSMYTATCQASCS
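Constitutively active GLP-1R drives a cAMP-responsive luciferase in stably transfected HEK293 cells; test compounds are added after overnight (12 h) attachment and left 24 hr, and signal loss in luminescence marks inhibition.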
MmCpn inh: blocks the Methanococcus maripaludis chaperonin Mm-Cpn; Potency, µM (series often up to 76.9 µM), inactives show top-dose activity, negative = inhibition, hits mostly inhibitors; purified Mm-Cpn ATPase, ADP Transcreener TR-FRET; AID 504842; actives 0.031% (n = 330,000); note: potency is the fitted concentration of half-maximal effect; % is set by controls: 0 for no effect and ±100 for the full control effect; nearly all actives have a fitted effect of over 80% in size
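Eu-cryptate anti-ADP/ADP-d2 competition gives a ratio inversely related to ADP. Enzyme at 25 nM was pre-exposed to compound for 10 min, then given 10 uM ATP for 30 min, 37°C throughout.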
HEK293 tox: cytotoxic in the GLP-1 receptor inverse agonist counter-screen | actives 0.13% (n = 410,000) | HEK293 cAMP-luciferase reporter cells, luminescence, 24 h | Potency, µM (titrated, usually from 38.3 µM), for the others: at the top dose activity change, negative = inhibition, most hits filed as inhibitors | AID 624418;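 note: loss of luciferase light is scored as toxicity; potency is the fitted concentration of half-maximal effect; % is set by controls: 0 for no effect and ±100 for the full control effect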
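Seeding density was 200 cells/uL; after overnight-length (12 h) culture, 23 nL compounds went on for 24 h at 37 °C. Readout used a luciferase detection reagent, luminescence taken after 12 min at room temperature.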
PTHR1 agonist: activates the human parathyroid hormone receptor PTHR1 | actives 0.075% (n = 410,000) | Q03431 | AID 743266 | Potency, µM (doses to about 115 µM), inactives show at the top dose activation, most hits filed as activators | HEK293 GP2 PTHR1 cells, GloSensor cAMP luminescence, 1 h; note: potency is the fitted concentration of half-maximal effect; nearly all actives have a fitted effect of over 55% in size; some results filed as inactive show a strong effect at the top dose; inactives centre near -15; many of its hits are not listed in these tables
Target sequence (Q03431 whole entry, looked up): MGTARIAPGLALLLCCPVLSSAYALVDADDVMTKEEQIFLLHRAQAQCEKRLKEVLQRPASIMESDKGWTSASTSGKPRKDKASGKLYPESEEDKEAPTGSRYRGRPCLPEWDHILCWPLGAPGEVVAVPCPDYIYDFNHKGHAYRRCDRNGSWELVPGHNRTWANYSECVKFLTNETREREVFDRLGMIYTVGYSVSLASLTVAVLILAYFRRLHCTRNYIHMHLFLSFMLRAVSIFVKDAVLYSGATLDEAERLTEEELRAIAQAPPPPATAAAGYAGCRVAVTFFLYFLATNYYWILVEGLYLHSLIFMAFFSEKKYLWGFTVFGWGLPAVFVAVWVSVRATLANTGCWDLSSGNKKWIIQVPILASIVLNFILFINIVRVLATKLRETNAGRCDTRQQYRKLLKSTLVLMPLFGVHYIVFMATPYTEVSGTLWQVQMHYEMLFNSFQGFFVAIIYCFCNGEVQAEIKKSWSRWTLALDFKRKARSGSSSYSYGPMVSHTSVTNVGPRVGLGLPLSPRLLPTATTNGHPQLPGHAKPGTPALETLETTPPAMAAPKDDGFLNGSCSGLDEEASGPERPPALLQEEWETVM
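HEK-293-derived GP2 cells expressing PTHR1 and a GloSensor cAMP reporter, 3,000/well, plated overnight, given luciferin plus IBMX (each 0.5 mM as added) for 1 h at 37 °C, then compound for 1 h at 37 °C. Luminescence was read after 15 min at room temperature.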
FUS yeast rescue: FUS proteinopathy suppression in yeast. Potency, µM (titrated, usually from 76.6 µM), for the others: at the highest dose growth rescue (activation), actives largely listed as activators. actives 0.24% (n = 390,000). S. cerevisiae FUS-expressing, growth rescue, OD600, 24 h. AID 1347120;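 note: potency is the fitted concentration of half-maximal effect; plate controls were DMSO vehicle for no effect and reference control for full effect; nearly all actives have a fitted effect of over 55% in size; some results filed as inactive show a strong effect at the top dose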
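Read-out: OD at 600 nm after 24hr at 30C, reporting rescue of FUS-induced yeast toxicity. Cells at OD 0.005 in galactose (2%) minimal medium; compounds tested in a dilution series; CP55940 titration from 92uM final as control.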
Abeta rescue: compounds reversing amyloid beta toxicity in yeast; actives 0.063% (n = 410,000); Potency, µM (top dose mostly 46.1 µM), inactives show at the highest dose growth rescue, most hits filed as activators; yeast expressing A-beta42, growth rescue, OD600, 48 h; response scale: 0% DMSO, 100% iron-clioquinol control; note: potency is the fitted concentration of half-maximal effect; nearly all actives have a fitted effect of over 55% in size
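Growth rescue measured by 600 nm absorbance after 48 h yeast culture at 30 C with compound. Values normalized between DMSO and an equimolar ferric chloride plus clioquinol control.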
Akt phos inh: Akt phosphorylation inhibition; Neuro2A IGF-stimulated pAkt S473 HTRF, 20 min; stronger effect = lower value; activity change, % for hits at 50 µM; actives 0.32% (n = 360,000); AID 651550; in the data active = activity change below about -80%; inconclusive = mostly about -51% to -80%; note: % is set by controls: 0 for no effect and ±100 for the full control effect
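Neuro2A cells in DMEM with 0.5% FBS, overnight at 37 deg C, given compound at single 50 µM final, then IGF (6 nM final) for 20 min at 37 deg C. Lysed; phospho-Akt Ser473 by HTRF after 24 h, 665/615 ratio.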
TDP43 rescue: inhibitors of TDP-43 toxicity in yeast | TDP-43 expressing yeast growth rescue, BacTiter-Glo, 24 h | Potency, µM (top dose mostly 46.1 µM), for the others: top-dose growth rescue (activation), usual class: activators | actives 1.8% (n = 410,000); note: potency is the fitted concentration of half-maximal effect; % of control where 0% means no effect; nearly all actives have a fitted effect of over 50% in size
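Readout is BacTiter-Glo luminescence of cell growth, so inhibitors register as activators. TDP-43-expressing yeast at OD600=0.02 in galactose medium, after raffinose pregrowth to mid-log, were incubated with compound for 24 hr at 30 deg C.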
aSyn rescue: alpha-synuclein toxicity inhibition in yeast | actives 0.14% (n = 370,000) | Yeast expressing alpha-synuclein, growth rescue, BacTiter-Glo, 24 h | Potency, µM (doses to about 46.1 µM), for the others: top-dose growth rescue (activation), actives largely listed as activators; note: potency is the fitted concentration of half-maximal effect; % of control where 0% means no effect; nearly all actives have a fitted effect of over 65% in size
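Rescue of yeast growth: cells expressing toxic alpha-synuclein, induced in galactose at OD600 0.02, incubated with compound 24 h at 30 C. ATP luminescence quantified growth; inhibitors of toxicity appear as activators.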
* marks the source's active call; other numbers are inactive results; i = inactive; u = inconclusive; x = not tested or not shown; & = joins results of further samples; [ ] = another dose, or the depositor's remark. Unless noted, calls come from the whole dose curve; as a rule, active = well fitted curve in the direction sought with a large enough effect; inconclusive = small, poorly fitted or top-dose-only effect, or another doubt; inactive = no such curve, though single readings can be large; an effect the other way counts as inactive or inconclusive. These rows are one share of the data; rates above refer to the full screens.

The opening three records, to show the layout:
#	Molecule	GLP-1R inv ag	MmCpn inh	HEK293 tox	PTHR1 agonist	FUS yeast rescue
1	CC(C)CCCN1C(Nc2ccccc2)=NC[C@@H]1C	15%	4%	u	-20%	-15%
2	Cc1oc2ncn(C)c(=O)c2c1C(=O)N1CCN(c2cccc(C(F)(F)F)c2)CC1	17%	x	-4%	-19%	28%
3	CCCC(=O)Nc1nc(C)c(-c2csc(Nc3ccccc3C)n2)s1	6%	u	4%	-22%	u

#	Abeta rescue	Akt phos inh	TDP43 rescue	aSyn rescue
1	4%	i	24%	-1%
2	-5%	x	4%	x
3	8%	i	0%	2%

Results, from the start:
#	Molecule	GLP-1R inv ag	MmCpn inh	HEK293 tox	PTHR1 agonist	FUS yeast rescue
1	CC(C)CCCN1C(Nc2ccccc2)=NC[C@@H]1C	15%	4%	u	-20%	-15%
2	Cc1oc2ncn(C)c(=O)c2c1C(=O)N1CCN(c2cccc(C(F)(F)F)c2)CC1	17%	x	-4%	-19%	28%
3	CCCC(=O)Nc1nc(C)c(-c2csc(Nc3ccccc3C)n2)s1	6%	u	4%	-22%	u
4	O=C(Nc1nnc(CCN2CCOCC2)s1)C1CCCCC1	10%	-1%	-11%	u	-15%
5	COc1ccc(NC(=O)c2cc3n(n2)C(C(F)(F)F)CC(c2ccc4c(c2)OCO4)N3)cc1OC (stereo not drawn)	u	u	-20%	-8%	43%
6	CCC1Oc2ccccc2N(CC(=O)NC2CC2)C1=O (stereo not drawn)	18%	1%	0%	i	4%
7	O=C(COC(=O)Cc1c[nH]c2ccccc12)Nc1cccc2ccccc12	-21%	4%	-8%	u	x
8	CCN1c2ccc(S(=O)(=O)N3CCOCC3)cc2N(Cc2ccc(OC)cc2)C1C (stereo not drawn)	1%	1%	-9%	-22%	-9%
9	O=C(CCc1ccccc1)NC1(Cc2ccccc2)CCN(CCCc2ccccc2)C1=O (stereo not drawn)	u	1%	0%	-95%[inhibitor]	38%
10	Cc1cc(C)n(CC(=O)N/N=C/c2cc([N+](=O)[O-])ccc2O)n1	-16%	-1%	-25%	-8%	-6%
11	O=C(Cc1cccs1)N1CCN=C1SCc1ccc(F)cc1	15%	-1%	1%	-3%	-6%
12	S=C(NCc1ccccc1)Nc1ccc2cn[nH]c2c1	16%	-1%	0%	-8%	5%

#	Abeta rescue	Akt phos inh	TDP43 rescue	aSyn rescue
1	4%	i	24%	-1%
2	-5%	x	4%	x
3	8%	i	0%	2%
4	1%	i	-8%	-11%
5	10%	i	u	3%
6	-12%	i	7%	-4%
7	u	i	26%	9%
8	1%	i	1%	5%
9	17%	i	-34%[inhibitor]	u
10	-58%[inhibitor]	i	u	-26%
11	-5%	i	20%	5%
12	-10%	i	-15%	6%

2 compounds from above with just aSyn rescue and Akt phos inh.
entry	smiles	aSyn rescue	Akt phos inh
12	S=C(NCc1ccccc1)Nc1ccc2cn[nH]c2c1	6%	i
6	CCC1Oc2ccccc2N(CC(=O)NC2CC2)C1=O (stereo not drawn)	-4%	i

(list continues)
#	Molecule	GLP-1R inv ag	MmCpn inh	HEK293 tox	PTHR1 agonist	FUS yeast rescue
13	CCOc1[nH]n(-c2ccccc2)c(=O)c1C=NCc1cccnc1	-4%	1%	6%	i	-10%
14	CNC(=O)c1cccnc1Nc1cccc(C(F)(F)F)c1	u	0%	1%	-33%[inhibitor]	44%
15	O=C(Cn1c(C(=O)N2CCc3ccccc3C2)cc2sccc21)c1ccccc1	0%	u	-3%	22µM*	u
16	O=S(=O)(c1ccc(F)c(F)c1)N1CCN(c2ccccn2)CC1	8%	1%	2%	i	-25%
17	CCN(CC)S(=O)(=O)c1ccc2oc(Nc3ccccc3)nc2c1	u	1%	-16%	-15%	20%
18	CCC(C(=O)O/N=C(\N)c1ccccc1)c1ccccc1 (stereo not drawn)	u	1%	-8%	i	5%
19	CN(C)c1oc(-c2ccccc2F)nc1C#N	18%	-9%	5%	-22%	-20%
20	CC1(C)Cc2c(c(-c3ccccc3)[nH]c(=O)c2C#N)CO1	94%[activator]	0%	5%	18%[57.5 µM]	-9%
21	CCN(CC)C(=O)Cn1c(=O)n(CCC(=O)Nc2ccc(F)cc2)c(=O)c2sccc21	17%	2%	-13%	-8%	21%
22	N#CC1(NC(=O)COC(=O)c2ncc(Cl)c(Cl)c2Cl)CCCCC1	6%	1%	1%	-21%	-1%
23	COc1cc(CNc2ncnc3c2ncn3[C@H]2CN(Cc3cccc(C(F)(F)F)c3)C[C@@H](COC(C)=O)O2)cc(OC)c1OC	u	x	-17%	-20%	20µM*
24	CCn1c(SCC(=O)N2CCCc3ccccc32)nc2ccccc2c1=O	u	2%	-11%	-16%	18%

#	Abeta rescue	Akt phos inh	TDP43 rescue	aSyn rescue
13	2%	i	8%	11%
14	-18%	i	18µM*	-15%
15	0%	i	-9%	-7%
16	8%	i	21%	2%
17	20%	i	-2%	-9%
18	14%	i	22%	-15%
19	-9%	i	3%	0%
20	4%	i	4%	1%
21	-1%	i	22%	-1%
22	-8%	i	14%	9%
23	5%	i	17%	1%
24	-31%[inhibitor]	i	u	-1%

The closing 3 entries of the part above come first, to join the parts.
#	Molecule	GLP-1R inv ag	MmCpn inh	HEK293 tox	PTHR1 agonist	FUS yeast rescue
22	N#CC1(NC(=O)COC(=O)c2ncc(Cl)c(Cl)c2Cl)CCCCC1	6%	1%	1%	-21%	-1%
23	COc1cc(CNc2ncnc3c2ncn3[C@H]2CN(Cc3cccc(C(F)(F)F)c3)C[C@@H](COC(C)=O)O2)cc(OC)c1OC	u	x	-17%	-20%	20µM*
24	CCn1c(SCC(=O)N2CCCc3ccccc32)nc2ccccc2c1=O	u	2%	-11%	-16%	18%
25	O=C1c2ccccc2C(=O)c2c(NCCCN(CCO)CCO)cccc21	u	u	u	i	24%
26	CC(=O)Nc1ccc(S(=O)(=O)N[C@@H](C)C(=O)OCC(=O)c2ccc(Br)s2)cc1	-9%	x	-3%	-5%	-35%
27	O=c1c(Oc2ccccc2)coc2cc(O)cc(O)c12	20%	x	1%	-15%	-13%
28	O=c1c2ccccc2sc2ccccc12	13%	x	9%	i	-7%
29	CCN1CCOC(=O)C1CC(=O)Nc1ccc(C)c(Cl)c1 (stereo not drawn)	12%	x	-4%	-18%	5%
30	Cc1cc(NC(=O)c2c(-c3c(F)cccc3Cl)noc2C)no1	u	0%	-1%	-33%[inhibitor]	7%
31	CCc1ccccc1NC(=O)CN(C)C(=O)CN1C(=O)NC2(CCCCCC2)C1=O	-1%	0%	10%	i	27%
32	CCN(Cc1ccccc1)C(=O)C1CCN(c2ncnc3c2nc2n3CCCCC2)CC1	-11%	-1%	-10%&0%	-15%	16%&23%
33	CC(C)Cc1nnc(NC(=O)CN2C(=O)NC3(CCCCC3)C2=O)s1	8%	-1%	-4%	u	49%
34	CCOCCCNC(=O)Cn1cnc2c(cnn2-c2ccc(OC)cc2)c1=O	-1%	1%	-5%	i	-6%
35	O=C(NCC(O)c1nc2ccccc2[nH]1)c1cc2ccccc2[nH]1 (stereo not drawn)	11%	x	1%	-15%	-22%
36	Cc1cc(=O)n(Cc2ccc(F)cc2Cl)c2c1c(C)nn2C	26%	x	-12%	-12%	-4%

#	Abeta rescue	Akt phos inh	TDP43 rescue	aSyn rescue
22	-8%	i	14%	9%
23	5%	i	17%	1%
24	-31%[inhibitor]	i	u	-1%
25	-25%	i	-11%	-11%
26	6%	i	-2%	0%
27	-14%	i	3%	0%
28	-4%	i	0%	5%
29	-78%[inhibitor]	x	-92%[inhibitor]	x
30	9%	i	5%	3%
31	16%	x	-12%	0%
32	-6%&-9%	i	15%&1%	-2%
33	1%	i	-7%	1%
34	-12%	i	-8%	2%
35	-9%	i	16%	-8%
36	-1%	x	u	x

Continuation.
#	Molecule	GLP-1R inv ag	MmCpn inh	HEK293 tox	PTHR1 agonist	FUS yeast rescue
37	COc1cc(C(=O)/C=C/Nc2ccc(NC(C)=O)cc2)cc(OC)c1OC	1%	0%	-23%	0%	x
38	O=C(CSc1ccc(Br)cc1)N1CCOCC1	17%	-1%	-3%	i	-1%
39	C[C@@H]1NC(=O)c2cc([N+](=O)[O-])cc(I)c2NCCCC[C@@H](C(N)=O)NC(=O)[C@H](CC(N)=O)NC1=O	-1%	1%	-14%	i	0%
40	COc1c(C)cc(C(=O)C2CCCN(C(=O)c3cc(C)on3)C2)cc1C (stereo not drawn)	-27%	2%	-14%	i	-2%
41	COc1ccc2nc(N/C(N)=N/S(C)(=O)=O)nc(C)c2c1	18%	3%	4%	-6%	18%
42	O=C(CCSCc1ccccc1Cl)NCc1cccs1	-26%	0%	-5%	i	0%
43	Nc1nc(SCC(=O)Nc2ccc(Cl)cc2C(F)(F)F)n[nH]1	9%	3%	19%	i	16%
44	COc1cc(NC(=O)c2csc(-c3ccncc3)n2)cc(C(=O)Nc2cccc(C(F)(F)F)c2)c1	u	-5%	5%&-9%	-21%&-7%	u

#	Abeta rescue	Akt phos inh	TDP43 rescue	aSyn rescue
37	19%	i	u	u
38	-12%	i	2%	-3%
39	-1%	i	2%	-3%
40	3%	i	22%	0%
41	10%	i	-15%	-1%
42	1%	i	-6%	13%
43	11%	i	14%	-3%
44	-13%&-14%	i	20µM*	1%&0%

Assay outcomes (PubChem BioAssay)
